# SRC3 TRFRET art: flags TR-FRET format artefacts in PPARgamma SRC-3 recruitment agonist screen; TR-FRET ratio at 8 µM; TR-FRET artefact counter-screen, PPARgamma/SRC-3 format; active compounds read high; AID 1048; 99,000 tested, 0.39% active; in the data active means TR-FRET ratio above about 2000; further: inactives centre near 1600; reference of the scale not given here
# SRC1 TRFRET art: flags TR-FRET format artefacts in PPARgamma SRC-1 recruitment agonist screen; TR-FRET detection artefact counter-screen, emission ratio; active compounds read high; TR-FRET ratio at 8 µM; 99,000 tested, 0.34% active; in the data active means TR-FRET ratio above about 2300; further: inactives centre near 1800; reference of the scale not given here
# Active calls of the source: *.
SMILES,SRC3 TRFRET art,SRC1 TRFRET art
O=C(C1=C[C@H](C2CC2)C[C@H](OCc2ccc(CO)cc2)O1)N1CCN(Cc2ccc3c(c2)OCO3)CC1,1501,1634
Cc1ccccc1Nc1scc(-c2ccc(Cl)cc2)[n+]1-c1ccccc1C,1661,2015
CC(C)(C)c1ccc(C(=O)C2CCCN(C(=O)C3CCOCC3)C2)cc1 (stereo not drawn),1713,1869
Cc1ccc(C)c(OCCSc2nnc(-c3cccnc3)n2N)c1,1564,1702
COc1cc(Nc2ccc(C(=O)O)cc2[N+](=O)[O-])cc(OC)c1,1718,1908
CCCCN(CCCC)NC(=O)c1ccccc1,1564,1762
COC(=O)c1nn(-c2ccc(Oc3ccccc3)cc2)c(=O)cc1O,1607,1734
Cc1cc(C)n(C(CC(=O)O)C(=O)O)n1 (stereo not drawn),1509,1754
CCCCOc1ccc(C2C(C(=O)c3ccc(C)o3)=C(O)C(=O)N2CC2CCCO2)cc1 (stereo not drawn),1675,2082
O=C(Nc1cc2c(cc1Br)OCCCO2)c1ccccc1,1502,1720
Nn1c(=O)[nH]c2ccccc2c1=O,1668,1754
O=C(c1ccccc1-c1ccccc1)N1CCCCC1,1567,1749
O=C(COC(=O)c1cccs1)Nc1cccc(S(=O)(=O)NC2=NCCCCC2)c1,1510,1854
Oc1ccc(C=NC2CCCCC2)c(O)c1,1766,1772
COc1ccc(OC)c(C2C(C#N)=C(N)Oc3cc(N)ccc32)c1 (stereo not drawn),1433,1882
CN(N=Nc1ccc([N+](=O)[O-])cc1)c1ccccc1,1564,1820
Cc1c(C(=O)NCCc2ccccc2)oc2ccc(S(=O)(=O)N3CCOCC3)cc12,1651,1780
Cc1cc(Cl)ccc1C(=O)C1CCCN(C(=O)c2cc(C(C)C)no2)C1 (stereo not drawn),1675,1650
COc1ccc(NC(=O)CCN2C(=O)C3CC=C(Cl)CC3C2=O)cc1 (stereo not drawn),1546,1765
CN(C)c1ccc(/C=C(\Cl)c2nc3ccccc3s2)cc1,1527,1801
CCOC(=O)C1(CCc2ccccc2)CCN(C(=O)c2cc(C)nc(C)n2)CC1,1420,1701
COc1ccc(/C=N/Nc2ncnc3sc4c(c23)CCCC4)cc1O,1751,1697
Cc1nc(N2CCN(c3ccccc3)CC2)[nH]c(=O)c1Cc1ccccc1,1614,2060
CCOC(=O)c1c(NC(=O)c2cc(-c3ccc(O)cc3)on2)sc(C(C)=O)c1C,1400,1766
CC(C)(Oc1ccc(Cl)cc1)C(=O)N1CCC(C(N)=O)CC1,1598,1986
Cc1ccc2cc(C)c(SCC(=O)NCc3ccco3)nc2c1,1446,1806
CN1CCN(C(=O)C2=C[C@@H](c3ccccc3)C[C@@H](OCCCCO)O2)CC1,1653,1797
O=C1NC(=Nc2ccccc2)S/C1=C/c1cccs1,1601,1842
CN=c1scc(-c2cccs2)n1/N=C/c1ccccc1O,1592,1806
Cc1[nH]nc2c1C(C(C)c1ccccc1)C(C#N)=C(N)O2 (stereo not drawn),1752,2054
Cc1cc(-c2ccccc2)oc(=O)c1NC(=O)c1ccccc1,1577,2041
C=CCNC(=O)C1CCN(c2cc(C)nc(-c3ccccc3)n2)CC1,1655,1934
CCn1c(C)nc2cc(C(=O)NNC(=O)Nc3ccc(Cl)cc3)ccc21,1972,1654
O=C(Nc1ccccn1)c1sc2cccc(F)c2c1Cl,1535,1906
O=C(Nc1ccccc1)Nc1cc(OCC(F)(F)F)cc(OCC(F)(F)F)c1,1627,2082
O=C(c1cnc2n(c1=O)CCS2)N1CCN(c2ccccc2Cl)CC1,1625,1961
CCOc1ccc(S(=O)(=O)N/N=C(\C)Cc2ccc(OC)cc2)cc1,1544,1771
NNc1nc2c(F)cccc2s1,1383,1638
O=C(CC1C(=O)NCCN1Cc1cccc(Oc2ccccc2)c1)NCCc1ccccn1 (stereo not drawn),1597,1685
Cc1cc(C)nc(N2CCC(C(=O)Nc3ccc4c(c3)OCCO4)CC2)n1,1867,2084
CC(C)OCCCNC(=O)c1cc(Sc2ccc(F)cc2)nc2ccccc12,1584,1746
Cc1cc(=O)oc(C)c1C(=O)OC(C(=O)c1ccccc1)c1ccccc1 (stereo not drawn),1456,1651
Cc1nn(C)c(C(=O)N/N=C/c2ccc(C(F)(F)F)cc2)c1[N+](=O)[O-],1440,1567
CCCCOC(=O)Nc1ccccc1C(N)=O,1614,1497
CN(C)/C=N/c1ncc(C(=O)c2ccc(Cl)cc2Cl)s1,1755,1694
O=C(c1cc(-c2cccnc2)nc2ccc(Br)cc12)N1CCN(c2ncccn2)CC1,1673,1585
O=C(COC(=O)C1CC(O)CN1S(=O)(=O)c1ccc(Cl)cc1)c1cccc(Cl)c1 (stereo not drawn),1620,1649
CCOC(=O)c1ccc2nc(NC(C)=O)sc2c1,1488,2100
COC(=O)c1ccccc1S(=O)(=O)N1CCn2cccc2C1C (stereo not drawn),1663,2047
COCCn1nnnc1SCC(=O)NCc1ccc2c(c1)OCO2,1744,1484
COc1ccc(N2C(=O)CSC2c2ccccc2[N+](=O)[O-])cc1 (stereo not drawn),1612,1701
O=C1CSC(=Nc2ccccc2)N1Cc1ccccc1,1619,1749
COC(=O)c1ccccc1N(C)S(=O)(=O)c1cc2c(cc1C)OCC(=O)N2,1419,1745
COc1ccccc1CNCC(=O)Nc1ccc(N2CCOCC2)cc1,1684,1849
O=C(O)C1(P(=O)(c2ccccc2)c2ccccc2)CCC1,1572,1817
Cc1ccc(-c2csc(N/N=C/c3ccco3)n2)c(C)c1,1693,1982
O=C(Nc1ccc(Cl)cn1)Nc1ccc(Cl)cn1,1567,1902
COc1cccc2sc(NNC(=O)C3=COCCO3)nc12,1410,1971
C(=N\n1cnnc1)/c1ccc(-c2ccccc2)cc1,1709,1579
N/C(=N\OC(=O)Cc1cccs1)c1ccc([N+](=O)[O-])cc1,1754,1658

# Further entries
SMILES,SRC3 TRFRET art,SRC1 TRFRET art
O=C1c2cccc(OCC(=O)N3CCCc4ccccc43)c2CCN1Cc1ccc(F)cc1,1486,2278
N#Cc1c(NC(=S)NC(=O)C2CCCC2)sc2c1CCCCC2,1588,1661
O=C(CO/N=C1\CCCc2nonc21)Nc1ccc(Br)cc1,1423,1715
CCOc1ccccc1N1CCN(CC(O)COc2ccc3c(C)cc(=O)oc3c2)CC1 (stereo not drawn),1356,1611
C/C(=N\N=C(c1ccccc1)c1ccccc1)c1ccco1,1521,1870
N/C(=N/O)c1cccn1Cc1ccccc1[N+](=O)[O-],1452,1593
CSc1ccccc1NC(=O)CO/N=C(\C)c1cc2ccccc2o1,1512,1796
Cc1ccc(NC(=O)CCn2cnc3ccccc3c2=O)cc1Cl,1594,1764
O=S(=O)(c1ccc(Cl)cc1)N1CCN=C1SCc1ccc(Cl)c(Cl)c1,1874,1880
COc1ccc(CC(=O)Nc2ccc(OC(C)=O)cc2C(=O)O)cc1,1574,1697
Cc1ccc(NC(=O)CCCN2C(=O)/C(=C/C=C/c3ccccc3)SC2=S)cc1,1319,1470
CCC1CCCCN1Cc1ccc(CNS(=O)(=O)c2ccc3c(c2)oc(=O)n3C)o1 (stereo not drawn),1596,1904
Cc1nc(N)c(Br)c(C)c1Br,1749,1891
Oc1[nH]c2ccccc2c1N=NC(=S)NCCc1ccccc1,1558,1921
COc1ccc(N2CCN(C(=O)CCSCc3ccccc3F)CC2)cc1,1501,1719
CC(C)CNS(=O)(=O)c1ccc(CCC(=O)N2CCCC2)cc1,1579,1656
COC(=O)N/N=C/c1cn(CC(C)COc2ccccc2)c2ccccc12 (stereo not drawn),1714,1949
CC(CC(=O)N1CCN(c2ccc(C(F)(F)F)cn2)CC1)n1ccnc1 (stereo not drawn),1650,1911
CNS(=O)(=O)c1cc2c3c(cccc3c1)C(=O)NC2=O,1475,1952
CCOc1ccc(C(=O)NC(=S)NCc2cccnc2)cc1,1495,1564
O=c1cc(O)c(-c2cccc(C(F)(F)F)c2)c(Cl)[nH]1,1572,1865
CCOc1ccc(N2C(=O)C(CC(=O)Nc3ccc(F)cc3)N(Cc3ccccn3)C2=S)cc1 (stereo not drawn),1803,2132
O=C(NC(=S)Nc1ccccc1C(F)(F)F)c1ccccc1F,1651,1925
COC(=O)c1ccc(N)nc1,1648,1826
Cc1ccc(C(=O)N/C(=C\c2ccc(-c3cccc([N+](=O)[O-])c3)o2)C(=O)NC(C)(C)C)cc1,1493,1766
O=C(CC1(c2ccc(Cl)cc2)C2CC3CC(C2)CC1C3)NCCO (stereo not drawn),1581,1823
C/C(=N\NC(=O)OC(C)(C)C)c1ccc(-n2ccnc2)cc1,1506,1792
COc1ccc(-c2nc3ccccc3c(=O)n2CCOc2cccc(C)c2C)cc1,1567,1835
Cc1ccc(N2C(S)=C(C#N)C(=O)NC2c2ccco2)cc1 (stereo not drawn),1458,1734
CC(C)CC(=O)Nc1ccc2ccccc2c1,1690,1990
COc1ccc(C(=O)Nc2ccc(N3CCN(C(=O)c4ccccc4)CC3)cc2)cc1[N+](=O)[O-],1767,1873
CC1CCN(c2nc3ccccc3n2CC(=O)c2ccccc2)CC1,1579,1996
Cc1ccc(C)c(NC(=O)c2oc(=O)c3ccccc3c2-c2ccccc2)c1,1700,1760
O=C(Nc1cccc(C(=O)O)c1)/C(=C\c1ccccc1)NC(=O)c1ccccc1,1365,1953
CC1CCCCC1NCc1cccc([N+](=O)[O-])c1 (stereo not drawn),1420,1620
CCOC(=O)c1cc(C)n(-c2ccc(OC)c(OC)c2)c1C,1736,1853
COCCNC(=O)C(=O)NNC(=O)CCc1ccccc1,1650,1686
CC(C)(C)c1[nH]nc2c1C(c1ccco1)C(C#N)=C(N)O2 (stereo not drawn),1660,1915
Cc1c2c(n3c(nc4ccccc43)c1C#N)N(c1ccccc1)CC2,1651,1933
Cc1cc(N2CCOCC2)nc(SCC(=O)OCc2ccccc2)n1,1793,1815
COc1cccc(NC(=S)N(CCCN2CCCC2)Cc2cccn2Cc2ccc(Cl)cc2)c1,1721,2051
Cc1c(Br)c([N+](=O)[O-])nn1CC(=O)Nc1ccc(Cc2ccncc2)cc1,1687,2131
COc1cccc(CC(=O)N2CCN(c3ccccc3[N+](=O)[O-])CC2)c1,1233,1505
Cc1cccc(NC(=O)CSc2nnc(CNC(=O)c3ccc(S(=O)(=O)N(C)C)cc3)n2-c2ccccc2)c1,1666,1898
CN1CCN(S(=O)(=O)c2cccc(C(=O)NC3CCCc4ccccc43)c2)CC1 (stereo not drawn),1478,1831
CCN(CC)S(=O)(=O)c1cccc(NC(=O)c2ccccc2Br)c1,1358,1704
Cc1cccc(C)c1NC(=O)CN(C)c1ccc(C(F)(F)F)cn1,1487,1908
C/C(=N\NC(=O)c1ccc([N+](=O)[O-])cc1)c1cccc([N+](=O)[O-])c1,1443,2030

# 17 compounds from above, arranged by length of the SMILES, low to high.
SMILES,SRC3 TRFRET art,SRC1 TRFRET art
NNc1nc2c(F)cccc2s1,1383,1638
CCCCN(CCCC)NC(=O)c1ccccc1,1564,1762
CC(C)CC(=O)Nc1ccc2ccccc2c1,1690,1990
CCOC(=O)c1ccc2nc(NC(C)=O)sc2c1,1488,2100
O=C(Nc1ccc(Cl)cn1)Nc1ccc(Cl)cn1,1567,1902
O=C1NC(=Nc2ccccc2)S/C1=C/c1cccs1,1601,1842
CC1CCCCC1NCc1cccc([N+](=O)[O-])c1 (stereo not drawn),1420,1620
N/C(=N/O)c1cccn1Cc1ccccc1[N+](=O)[O-],1452,1593
COC(=O)c1ccccc1S(=O)(=O)N1CCn2cccc2C1C (stereo not drawn),1663,2047
CC(C)CNS(=O)(=O)c1ccc(CCC(=O)N2CCCC2)cc1,1579,1656
CCN(CC)S(=O)(=O)c1cccc(NC(=O)c2ccccc2Br)c1,1358,1704
CC(C)OCCCNC(=O)c1cc(Sc2ccc(F)cc2)nc2ccccc12,1584,1746
Cc1ccccc1Nc1scc(-c2ccc(Cl)cc2)[n+]1-c1ccccc1C,1661,2015
Cc1cc(=O)oc(C)c1C(=O)OC(C(=O)c1ccccc1)c1ccccc1 (stereo not drawn),1456,1651
CCOC(=O)C1(CCc2ccccc2)CCN(C(=O)c2cc(C)nc(C)n2)CC1,1420,1701
CCCCOc1ccc(C2C(C(=O)c3ccc(C)o3)=C(O)C(=O)N2CC2CCCO2)cc1 (stereo not drawn),1675,2082
C/C(=N\NC(=O)c1ccc([N+](=O)[O-])cc1)c1cccc([N+](=O)[O-])c1,1443,2030

# (next part)
SMILES,SRC3 TRFRET art,SRC1 TRFRET art
CC1=CN2C(=N)/C(=C/c3ccc(Sc4ccc(C)cc4)o3)C(=O)N=C2S1,1812,1842
Cc1ccccc1OCc1nc2ccccc2c(=O)n1/N=C/c1c[nH]c2ccccc12,1730,1869
CCOc1cccc(/C=C/c2ccc3ccccc3n2)c1OC(C)=O,1527,1814
Cn1nnnc1SCC(=O)Nc1ccccc1C(N)=O,1703,2043
Cc1c(C(=O)NCCSCc2ccccc2)cccc1[N+](=O)[O-],1550,1578
COc1ccc(OCCNC(=O)/C=C/c2ccccc2)cc1,1491,1601
COc1ccc(NC(=S)NC(=O)c2ccccc2Cl)cc1,1498,2121
COC(=O)[C@@H]1CCCN1C(=O)CCc1nnc(CCC2CCCCC2)o1,1500,1598
C/C(=N\NC(=O)Cc1cc(=O)[nH][nH]1)c1cccc([N+](=O)[O-])c1,1216,1461
CC1=NNC(=O)C1CCC(=O)N/N=C\c1ccc(Cl)c(Cl)c1 (stereo not drawn),1627,2017
O=C(CNCc1ccccc1Cl)Nc1ccccc1N1CCCCC1,1725,1553
COc1ccccc1C(=O)C1CCCN(C(=O)CCc2ccccn2)C1 (stereo not drawn),1645,1559
O=C(Nc1cccc(Cl)c1)NC1CC2CCC(C1)N2Cc1ccco1 (stereo not drawn),1630,1809
COCC[N+]1(C)CCCCC1,1745,1843
O=C(NCCCN1CCOCC1)c1ccccc1NS(=O)(=O)c1cc([N+](=O)[O-])ccc1Cl,1523,1901
Cc1ccccc1CN(C)C(C)C(=O)Nc1ccccc1F (stereo not drawn),1477,1765
O=C(/C=C/c1ccc(Cl)cc1)N(Cc1ccccc1)C1CCS(=O)(=O)C1 (stereo not drawn),1682,2021

# This is a subset; rates above refer to the full screens.
